Screening results as filed in PubChem.
PAFAH2 inh: PAFAH2 (human) inhibition; AID 492956; recombinant PAFAH2, FP-rhodamine activity probe, fluorescence polarization; 340,000 compounds, 0.99% hits; inhibition, % at 3.39 µM; Q99487;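 active = inhibition above the mean over all tested compounds plus 3 SD, cut at about 30% in these data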;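 note: inhibitors block probe labeling of enzyme so polarization drops; 0% = enzyme with DMSO and 100% = wells lacking PAFAH2 protein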
TPT1 inhibitor: blocks Candida albicans tRNA 2'-phosphotransferase; recombinant caTPT1, FP RNA substrate dephosphorylation; 300,000 compounds, 0.81% hits; inhibition, % at 5 µM;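 active = inhibition above the mean of all tested compounds plus 3 SD, set per screening campaign, cut at about 24% in these data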;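 note: plate controls were DMSO alone for no effect and ferristatin control at 100 nM for full effect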
PP1 counter: PP1-alpha (human) inhibition in PP5 counter-screen. P62136. purified PP1alpha, OMFP fluorescence. 320,000 compounds, 0.9% hits. inhibition, % at 6.7 µM. AID 2235;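 active = inhibition above the mean inhibition of all tested compounds plus 3 SD, computed separately for each screening campaign, cut at about 15% in these data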
Target sequence (P62136 whole entry, looked up): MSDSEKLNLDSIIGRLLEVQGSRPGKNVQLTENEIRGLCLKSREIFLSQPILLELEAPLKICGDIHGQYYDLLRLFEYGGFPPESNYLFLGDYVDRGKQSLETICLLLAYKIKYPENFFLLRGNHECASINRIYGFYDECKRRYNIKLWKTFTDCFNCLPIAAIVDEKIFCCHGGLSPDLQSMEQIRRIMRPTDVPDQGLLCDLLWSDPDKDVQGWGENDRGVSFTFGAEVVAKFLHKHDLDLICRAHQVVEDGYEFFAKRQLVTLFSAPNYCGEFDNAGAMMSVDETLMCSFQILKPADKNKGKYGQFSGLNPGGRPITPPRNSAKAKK
Fh CTSL1 inh: cathepsin L1 inhibition, PFM18AAP counter-screen; recombinant F. hepatica cathepsin L1, Z-Leu-Arg-MCA fluorescence; inhibition, % at 5.96 µM; 300,000 compounds, 0.49% hits;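 active = inhibition above the mean of all tested compounds plus 3 SD, set per screening campaign, cut at about 17% in these data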;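 note: 0% = plate median of test compound wells and 100% = 1 µM Z-Phe-Ala-diazomethylketone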
AHR act: human AHR activation; AHR-responsive luciferase reporter cells, luminescence; activation, % at 5 µM; 320,000 compounds, 2.5% hits; in the data active = activation above about 47%;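 note: 0% = vehicle wells and 100% = reference agonist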
PP5 inh: PP5 (human) phosphatase inhibition; AID 1987; P53041; 320,000 compounds, 0.18% hits; inhibition, % at 6.7 µM; purified PP5c, OMFP substrate fluorescence;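 active = inhibition above the campaign's mean inhibition across all tested compounds plus 3 SD, cut at about 9.5% in these data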;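 note: 0% = DMSO only and 100% = 100 µM cantharidin control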
core dimer inh: HCV core protein dimerization inhibition; TR-FRET GST/Flag-core106 dimerization, 1536-well; 300,000 compounds, 0.33% hits; inhibition, % at 5 µM;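 active = inhibition above the mean of all tested compounds plus 3 SD, set per screening campaign, cut at about 45% in these data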
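Material: Tagged HCV core106 pair (GST and Flag) | Amount: GST-core106 13.5 nM, Flag-core106 17 nM | Medium: KF-containing HEPES buffer, pH 7.45, DTT, CHAPS, BSA | Reagent: Eu donor and XL665 acceptor anti-tag antibodies | Schedule: 4 h at 22.5 °C | Technique: Time-resolved FRET, ex 340 nm, em 617 and 671 nm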
proCasp7 act: activates human procaspase-7, counter-screen for procaspase-3 activators. P55210. AID 463210. activation, % at 8.5 µM. 330,000 compounds, 0.093% hits. recombinant procaspase-7, Ac-DEVD-pNA absorbance 405 nm; D23A/D198A/D206A triple mutant, cannot self-cleave; scale: DMSO 0, 5 µM enzyme 100;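 active = percent activation above the screen-wide mean plus 3 SD, cut at about 25% in these data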
Target sequence (P55210 whole entry D23A/D198A/D206A): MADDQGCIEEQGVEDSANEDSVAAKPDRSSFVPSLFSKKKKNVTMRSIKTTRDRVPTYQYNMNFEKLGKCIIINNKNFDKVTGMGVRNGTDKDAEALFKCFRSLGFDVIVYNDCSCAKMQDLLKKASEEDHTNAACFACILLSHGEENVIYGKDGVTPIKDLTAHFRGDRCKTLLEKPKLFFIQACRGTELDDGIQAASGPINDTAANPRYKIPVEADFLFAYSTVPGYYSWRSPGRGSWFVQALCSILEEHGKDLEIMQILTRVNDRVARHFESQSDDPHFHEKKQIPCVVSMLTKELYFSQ
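signal = Epi-absorbance of released pNA at 405 nm, two timepoints | assay system = Uncleavable procaspase-7 mutant enzyme | reagent = Ac-DEVD-pNA substrate, 400 µM as added | times = 1 h enzyme–compound preincubation and 2 h substrate reaction, both 25 °C | benchmarks = low DMSO alone, high DMSO plus 5 µM PC-7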
procasp3 activ: activates human procaspase-3 | P42574 | recombinant procaspase-3 D3A, Ac-DEVD-pNA absorbance 405 nm | activation, % at 8.5 µM | 330,000 compounds, 0.11% hits | AID 463141;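 active = activation above the mean of all tested compounds plus 3 SD, cut at about 21% in these data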;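 note: 0% = DMSO alone and 100% = DMSO wells spiked with extra 5 µM PC-3 D3A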
Target sequence (P42574 whole entry D9A/D28A/D175A): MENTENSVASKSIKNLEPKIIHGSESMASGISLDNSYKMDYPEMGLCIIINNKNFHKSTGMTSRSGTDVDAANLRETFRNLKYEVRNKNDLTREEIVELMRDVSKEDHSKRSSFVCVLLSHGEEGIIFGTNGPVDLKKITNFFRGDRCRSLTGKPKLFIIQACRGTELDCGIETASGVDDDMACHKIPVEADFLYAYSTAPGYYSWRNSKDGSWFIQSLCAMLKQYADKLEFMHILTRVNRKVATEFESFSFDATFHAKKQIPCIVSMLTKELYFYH
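Technique: 405 nm absorbance of p-nitroaniline, reads at 0 and 120 min; Test system: Procaspase-3 D3A mutant; Incubation: 1 h enzyme-compound preincubation, then 2 h substrate reaction, 25 °C; Repeats: singlicate, each compound tested once; Benchmarks: low control DMSO wells, high control DMSO plus 5 µM PC-3 D3A.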
* = called active by the depositor; . = no result given.

nr | Compound | PAFAH2 inh | TPT1 inhibitor | PP1 counter | Fh CTSL1 inh | AHR act
1 | Cc1cc(C)c2c(c1)c(C)cc1nnc(SCC(=O)c3cccs3)n12 | -2 | -4 | -1 | 0 | 6
2 | O=C(COC(=O)CCc1nc2ccccc2c(=O)[nH]1)NC(=O)NC1CCCC1 | -8 | -1 | -3 | -3 | -1
3 | Cc1ccc(S(=O)(=O)c2ccccc2)cc1S | . | 0 | -2 | -1 | 2
4 | COC(=O)c1ccc(-c2nc(CN3CCN(Cc4cccc(C)c4)CC3)c(C)o2)cc1 | 6 | 1 | -2 | 1 | 7
5 | N#Cc1ccsc1NC(=O)CN1CCN(S(=O)(=O)c2ccc3ccccc3c2)CC1 | -6 | 3 | 10 | 1 | 2
6 | Cc1cccc(NC(=O)CNC(=O)c2ccccc2Cl)n1 | 7 | -2 | -3 | 0 | 4
7 | COC(=O)c1ccccc1NC(=O)c1ccnn1C | -6 | -3 | -2 | -3 | 0
8 | COc1ccc(-c2nc(CS(=O)CC(=O)NCCN3CCCCC3C)c(C)o2)cc1OC (stereo not drawn) | -6 | -3 | 2 | 4 | 1
9 | CSC[C@H](NC(=O)COc1cc2c(c3oc(=O)c(C)c(C)c13)CCC(C)(C)O2)C(=O)O | 72* | 0 | -2 | 6 | 1
10 | Cc1nn(-c2ccccc2)c(C)c1/C=C/C(=O)OCC(=O)Nc1ncc(C(F)(F)F)cc1Cl | 45* | -1 | -1 | -4 | 0

nr | PP5 inh | core dimer inh | proCasp7 act | procasp3 activ
1 | 1.3 | -5 | 2 | -1
2 | -0.2 | -13 | -3 | 1
3 | -1.7 | -2 | -31 | -23
4 | -2.4 | -49 | 0 | -2
5 | 3.5 | 18 | -1 | 6
6 | 2.6 | -2 | 1 | 6
7 | 2.2 | 5 | 1 | 4
8 | -8.9 | -11 | -16 | -6
9 | 3.1 | -1 | 5 | -4
10 | -0.1 | 4 | 9 | -6

3 entries already listed, arranged by the number in PP5 inh, descending:
no.	SMILES	PP5 inh
5	N#Cc1ccsc1NC(=O)CN1CCN(S(=O)(=O)c2ccc3ccccc3c2)CC1	3.5
6	Cc1cccc(NC(=O)CNC(=O)c2ccccc2Cl)n1	2.6
8	COc1ccc(-c2nc(CS(=O)CC(=O)NCCN3CCCCC3C)c(C)o2)cc1OC (stereo not drawn)	-8.9

The list goes on:
nr | Compound | PAFAH2 inh | TPT1 inhibitor | PP1 counter | Fh CTSL1 inh | AHR act
11 | CC(O)c1cccc(NC(=O)C2CCCCC2)c1 (stereo not drawn) | 4 | 3 | -4 | 6 | 1
12 | CCCCCCn1c(N(CC)CC)nc2c1c(=O)[nH]c(=O)n2C | 2 | -3 | -4 | 1 | 7
13 | Cc1noc(C)c1C(=O)Nc1nnc(-c2ccccc2)s1 | -5 | 0 | -2 | 7 | 2
14 | CCC1(C)CC(=O)N(c2ccc(C(=O)O)c(O)c2)C1=O (stereo not drawn) | -1 | -5 | -3 | -1 | -4
15 | C/C(=N/NC(=O)CSCc1ccc(Cl)cc1)c1cccc(NC(=O)c2ccccc2)c1 | -5 | 2 | -4 | -3 | 2
16 | Cc1ccc(C(=O)OCC(=O)Nc2ccc(S(N)(=O)=O)cc2)c(O)c1 | -12 | -1 | -2 | -1 | -1
17 | CC(C)Cn1c(O)c(/C=C2\C=NN=C2c2ccccc2)sc1=S | -3 | 1 | 2 | 0 | 15
18 | O=C(NN1CCOCC1)c1cc(-c2ccc(Br)s2)nc2ccccc12 | 0 | -1 | -6 | 1 | -2
19 | CCC(CO)NCC#Cc1ccccc1 (stereo not drawn) | -2 | -1 | -3 | 2 | 2
20 | O=C(COC(=O)CCc1ccccc1)NCc1ccc2c(c1)OCO2 | 9 | . | . | . | -1

nr | PP5 inh | core dimer inh | proCasp7 act | procasp3 activ
11 | -1.4 | -8 | -1 | -5
12 | 4.0 | 6 | -3 | 11
13 | 1.4 | -2 | 12 | 2
14 | 1.0 | -4 | -6 | 9
15 | -1.4 | 18 | 5 | 6
16 | 3.5 | 0 | 1 | -3
17 | 2.3 | -4 | -5 | -10
18 | 0.3 | 6 | 11 | 2
19 | -0.2 | -2 | 4 | 1
20 | . | . | 2 | -2

(further entries)
nr | Compound | PAFAH2 inh | TPT1 inhibitor | PP1 counter | Fh CTSL1 inh | AHR act
21 | O=C(NCCCN1CCCC1=O)c1csc2ccccc12 | 2 | 1 | -4 | -2 | 1
22 | CCOC(=O)c1cccc(P(=O)(C(C)(C)C)C(C)(C)C)c1 | -3 | -3 | 2 | 5 | -1
23 | COC(=O)c1c(N2C(=O)[C@H]3[C@@H](C2=O)[C@]2(C(=O)Nc4c2ccc(C)c4C)N2CCC[C@@H]32)sc(C)c1C | -2 | 14 | 3 | 0 | 16
24 | FC(F)(F)c1ccccc1NC(=S)N1CCN(c2ccccn2)CC1 | -17 | -2 | -1 | 6 | 1
25 | O=c1c2sccc2n(Cc2ccc(F)cc2)c(=O)n1-c1ccc(F)cc1 | 5 | -1 | 6 | 1 | 0
26 | Cc1cc(Br)c2c(c1)/C(=C/C(=O)c1cccs1)C(=O)N2 | 1 | 1 | 2 | 1 | 21
27 | O=C(NNC(=S)Nc1ccccc1)c1ccco1 | -4 | 1 | 0 | -4 | 1
28 | Cc1cc(N2CCN(C)CC2)nc(=S)[nH]1 | 2 | 2 | -3 | -1 | 1
29 | O=C1C2C3C=CC(C4CC34)C2C(=O)N1c1cccc2ccccc12 (stereo not drawn) | -5 | 3 | -2 | -8 | 13
30 | CC(=O)Nc1ccc(S(=O)(=O)N2CCC(NC(=O)C(Cc3cccc(F)c3)NC(C)=O)CC2)cc1 (stereo not drawn) | -9 | -2 | 0 | 2 | -1

nr | PP5 inh | core dimer inh | proCasp7 act | procasp3 activ
21 | 0.0 | 0 | 2 | 9
22 | -3.6 | -8 | -1 | -3
23 | 5.0 | 32 | 1 | 8
24 | 0.1 | 2 | -7 | -2
25 | 3.8 | -5 | 2 | -4
26 | 3.8 | 1 | -18 | -7
27 | 1.8 | -9 | 3 | 7
28 | 0.7 | -4 | 5 | -6
29 | 2.3 | 5 | -1 | -1
30 | 1.0 | -1 | -1 | 3

Part of the list above, reduced to PAFAH2 inh, AHR act and PP1 counter:
cpd	Compound	PAFAH2 inh	AHR act	PP1 counter
24	FC(F)(F)c1ccccc1NC(=S)N1CCN(c2ccccn2)CC1	-17	1	-1
22	CCOC(=O)c1cccc(P(=O)(C(C)(C)C)C(C)(C)C)c1	-3	-1	2
28	Cc1cc(N2CCN(C)CC2)nc(=S)[nH]1	2	1	-3
29	O=C1C2C3C=CC(C4CC34)C2C(=O)N1c1cccc2ccccc12 (stereo not drawn)	-5	13	-2
27	O=C(NNC(=S)Nc1ccccc1)c1ccco1	-4	1	0

Next compounds follow:
nr | Compound | PAFAH2 inh | TPT1 inhibitor | PP1 counter | Fh CTSL1 inh | AHR act
31 | CCCn1c(N)c(N(CCOC)C(=O)CSCC(=O)Nc2cccc(C)c2)c(=O)[nH]c1=O | -6 | -1 | -7 | 0 | -2
32 | CC(C)CCn1nc(C(=O)OC(C)C(=O)NC(N)=O)c2ccccc2c1=O (stereo not drawn) | -8 | 1 | 4 | -3 | -2
33 | CC(=O)Nc1ccc(OC(=O)c2cc([N+](=O)[O-])ccc2Cl)cc1 | -5 | -3 | -4 | 6 | 0
34 | COc1ccc(N(C(C)C(=O)N2CCC(Cc3ccccc3)CC2)S(C)(=O)=O)cc1 (stereo not drawn) | 0 | -2 | -4 | 2 | 2
35 | CCCCn1c(=O)[nH]c2nc3cc(NC(C)=O)ccc3nc2c1=O | 7 | -16 | -4 | 3 | 0
36 | COCCN(CC(=O)Nc1cccc(C)c1C)C(=O)CN1C(=O)NC2(CCCCC2)C1=O | -6 | . | 0 | . | -1
37 | O=C1NC(=O)/C(=C\c2cn(CC(=O)N3CCOCC3)c3ccccc23)S1 | -7 | -1 | 0 | 9 | 0
38 | CCn1c(C(=O)NCc2ccccn2)cc2sccc21 | 2 | 2 | -1 | 6 | 2
39 | Cc1cccc(C(=O)NCC(=O)N2CCN(c3ccc(Cl)cc3)CC2)c1 | 16 | 2 | 3 | 2 | 1
40 | Cc1ccccc1NC(=O)C1Cc2ccccc2CN1C(=O)OCc1ccccc1 (stereo not drawn) | -5 | -4 | -2 | -3 | 5

nr | PP5 inh | core dimer inh | proCasp7 act | procasp3 activ
31 | -1.5 | 0 | 7 | 7
32 | -0.6 | -7 | 4 | 3
33 | 2.6 | -6 | -9 | 1
34 | -0.6 | 5 | 5 | -1
35 | 2.9 | 0 | 3 | 2
36 | -1.9 | . | 0 | 0
37 | 0.4 | -16 | -18 | 0
38 | 1.9 | -1 | 5 | -14
39 | 0.1 | 1 | 3 | 3
40 | -3.0 | 2 | -8 | -9

Later entries
nr | Compound | PAFAH2 inh | TPT1 inhibitor | PP1 counter | Fh CTSL1 inh | AHR act
41 | CCCNC(=O)C(=O)NCC1CCCN1CC (stereo not drawn) | 9 | -1 | -2 | -1 | -2
42 | Cc1ccc(NC(=O)COc2ccc(Br)cc2C)cc1 | -2 | -4 | 4 | 2 | -2
43 | CCc1cccc(CC)c1NC(=O)C1CC(=O)N(c2ccc3c(c2)OCCO3)C1 (stereo not drawn) | 11 | 0 | -3 | 3 | -1
44 | CC(C)(C)N(Cc1cc2ccccc2[nH]c1=O)C(=O)C1CCCCC1 | 6 | -4 | 4 | -5 | 3
45 | CC(C)Cc1cc(C(C)(C)C)ccc1OC(=S)N(C)C | -3 | 1 | 6 | 2 | -2
46 | CN(C)/N=C/C=C1\CCC/C(=C/c2cccs2)C1=O | -7 | 49* | 1 | 9 | 0
47 | Cc1cc(C(=O)Nc2sc3c(c2C#N)CCCCC3)cs1 | -1 | 11 | -1 | -1 | 8
48 | O=C(NC1CCCC1)C(c1ccccn1)N(C(=O)c1csnn1)C1CCCC1 (stereo not drawn) | 2 | -6 | -2 | -5 | -1
49 | CC(C)CNS(=O)(=O)c1ccc(CCC(=O)O)cc1 | -5 | 0 | 0 | -5 | -2
50 | Oc1c(Cl)cc(Cl)cc1CNc1nccs1 | -5 | 2 | 1 | 0 | -1

nr | PP5 inh | core dimer inh | proCasp7 act | procasp3 activ
41 | 4.1 | -5 | -8 | -1
42 | 5.2 | -10 | 6 | -1
43 | -0.3 | 8 | 4 | 5
44 | -0.7 | -13 | 13 | 0
45 | 3.2 | -4 | -6 | 9
46 | 2.8 | -4 | -11 | -2
47 | 1.3 | 9 | -14 | -1
48 | -0.7 | -5 | -16 | -1
49 | 3.2 | -2 | 1 | 7
50 | 3.9 | 1 | -2 | -5
